M17LAP inhibition: P. falciparum M17LAP inhibitors, primary screen, biochemical, fluorogenic H-Leu-NHMec substrate, 1536-well (AID 1619). one-dose inhibition, % at 30 µM; IC50 in µM for titrated hits. recombinant M17LAP, H-Leu-NHMec fluorogenic kinetic assay; higher % means a stronger effect. actives 0.38% (n = 220,000);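 active means compound inhibiting the enzyme by more than half at any dose during confirmatory dose-response retesting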;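 further: plate controls were full reaction with DMSO carrier for no effect and no enzyme background for full effect; strong numbers were not always called active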
XIAP displacement: XIAP antagonists, biochemical, IAP family, fluorescence polarization (AID 1018); E3 ubiquitin-protein ligase XIAP (Homo sapiens); XIAP BIR domain, fluorescence polarization peptide displacement; higher % means a stronger effect; actives 0.007% (n = 200,000); displacement, % at 20 µM; hits with a dose series show IC50 in µM; in the data active means displacement above about 50%; further: a part of the inactive calls stands beside numbers as strong as those of hits
human PMI inhibition: inhibitors of human PMI, primary screen, biochemical, fluorescence intensity, coupled assay (AID 1209); inhibition, % at 20 µM, or IC50 in µM where a hit was titrated; purified PMI enzyme, coupled fluorescence intensity; higher % means a stronger effect; actives 0.42% (n = 190,000); Mannose-6-phosphate isomerase (Homo sapiens);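 further: plate controls were DMSO vehicle for no effect and wells lacking substrate for full effect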
TNAP activation fold: human TNAP enzyme activators, primary screen, biochemical, luminescent, no phosphate acceptor, uHTS (AID 1001); Alkaline phosphatase, tissue-nonspecific isozyme (Homo sapiens); purified TNAP, luminescent activation assay, no phosphate acceptor; higher activation fold means a stronger effect; activation fold at 20 µM, or EC50 in µM where a hit was titrated; actives 0.03% (n = 200,000); in the data active means activation fold from about 3, or a potency from the dose series; inactive means the rest, 99 in 100 with activation fold below about 1.6; further: many of its hits are not listed in these tables
WT yeast gro inh: growth inhibition of WT strain, primary screen, mitochondrial fusion inhibitor project, WT and mutant strains, chemical genetic. mitochondrial fusion phenotypic screen. inhibition, % at 10 µM. actives 2.1% (n = 190,000). AID 1362, 2008; in the data active means inhibition above about 58%; tested in S. cerevisiae
M1AAP inhibition: P. falciparum M1AAP inhibitors, biochemical, fluorogenic H-Leu-NHMec substrate, 1536-well (AID 1445). Aminopeptidase N (Plasmodium falciparum (isolate 3D7)). recombinant M1AAP, H-Leu-NHMec fluorogenic kinetic assay; higher % means a stronger effect. one-dose inhibition, % at 30 µM; IC50 in µM for titrated hits. actives 0.42% (n = 220,000);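 active means primary inhibition above the hit cutoff, then over 50% inhibition at one or more dose response concentrations, cut at about 23% in these data, passing the limit was not always enough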;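 further: plate controls were DMSO full reaction for no effect and no enzyme background for full effect; strong numbers were not always called active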
Yfh1-depleted yeast: enhancers of respiration in Yfh1-depleted yeast, dose response, Friedreich's ataxia, plus single-dose screen (AID 1465) | S. cerevisiae Yfh1-off respiration, WST-1 reduction, 72 h; higher fold induction means a stronger effect | fold induction at 50 µM, or EC50 in µM where a hit was titrated | actives 0.074% (n = 220,000);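 active means fold induction of absorbance versus untreated yeast above a set limit, then at least 30% activation at any dose in follow-up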;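 further: activators that raise dye reduction in frataxin-depleted yeast; strong numbers were not always called active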
PMI inhibition: human PMI inhibitors, high substrate, primary screen, biochemical, fluorescence intensity, high mannose 6-phosphate (AID 1220). inhibition, % at 20 µM, or IC50 in µM where a hit was titrated. actives 0.66% (n = 190,000). recombinant PMI enzyme, coupled fluorescence intensity; higher % means a stronger effect. Mannose-6-phosphate isomerase (Homo sapiens)
LYP phosphatase: inhibitors of LYP phosphatase, biochemical, fluorescence intensity, uHTS (AID 1779). actives 0.054% (n = 290,000). Tyrosine-protein phosphatase non-receptor type 22 (Homo sapiens). one-dose inhibition, % at 11.5 µM; IC50 in µM for titrated hits. recombinant LYP phosphatase, fluorescence intensity; higher % means a stronger effect;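 further: plate controls were vehicle with enzyme for no effect and no enzyme for full effect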
WT yeast gro inh mutant strain: also measured in WT yeast gro inh; calls as there; inhibition, %; mitochondrial fusion phenotypic screen, mutant strain inhibition
Active calls of the source: *; i = inactive; · = not tested or not shown. Unless noted, no stated cut-off is given here; in the data, active means inhibition above about 50%; inactive means the rest.

entry | Structure | M17LAP inhibition | XIAP displacement | human PMI inhibition | TNAP activation fold | WT yeast gro inh
1 | COc1ccc(/C=C2\C(=O)c3ccccc3OC2c2ccccc2)cc1 (stereo not given) | 12.4% | · | · | · | ·
2 | c1ccc2c(c1)CCN(c1ncnc3c1[nH]c1ccccc13)C2 | 5.7% | 1.0% | 11.4% | 1.2 | 72.2*
3 | NNC(=O)c1cnn(-c2ccccc2)c1C(F)(F)F | 7.2% | -3.8% | -9.8% | 1.1 | 0.7
4 | Cc1cc(NS(=O)(=O)c2ccc(NC(=O)Cc3cccs3)cc2)no1 | -22.2% | -8.2% | 6.0% | 1.1 | -4.3
5 | COc1ccc(S(=O)(=O)N2CCSC2c2ccc(N)cc2)cc1 (stereo not given) | -11.8% | -4.5% | 10.4% | 1.1 | -9.8
6 | O=C1/C(=C/c2ccc(F)cc2)Oc2cc(OC(=O)N3CCOCC3)ccc21 | 3.0% | · | · | · | ·
7 | CCCCNS(=O)(=O)c1ccc2nc(SCC(=O)Nc3ccccc3)[nH]c2c1 | -15.3% | -0.5% | 5.5% | 1.2 | 13.6
8 | Cc1nc2ccccn2c1C(=O)NCC(C)C | -7.5% | -2.0% | 3.1% | 1 | 1.1
9 | CCOC(=O)c1cc(-c2ccccc2)sc1NC(=O)C(C)OC(=O)c1ccncc1 (stereo not given) | 5.4% | -6.2% | -8.1% | 1 | -8.3
10 | O=C(/C=C/c1ccc([N+](=O)[O-])cc1)NCC1CCCO1 (stereo not given) | 19.7% | -4.2% | 1.1% | 1.1 | 3.4
11 | O=C(CN(Cc1ccccc1F)C(=O)c1ccco1)NCc1ccc(F)cc1 | 22.0% | -3.2% | 9.6% | 1.1 | -0.3
12 | COc1cc(/C=N/N=C(/N)c2nonc2N)cc(Br)c1OCc1cccc(C)c1 | 1.0% | -3.1% | 16.3% | 1.1 | 7.4
13 | C=CCN(CC=C)C(=O)c1ccc(OC2CCN(S(=O)(=O)N(C)C)CC2)cc1 | 7.4% | -1.7% | 8.3% | 1 | 0.6
14 | CC1Cc2ccccc2N1CC(=O)Nc1cccc(S(N)(=O)=O)c1 (stereo not given) | 7.8% | -10.8% | 11.6% | 1 | 6.8
15 | O=C(O)CCC1OC(=O)C(O)=C1c1ccccc1 (stereo not given) | -1.4% | · | · | · | ·

entry | WT yeast gro inh mutant strain | M1AAP inhibition | Yfh1-depleted yeast | PMI inhibition | LYP phosphatase
1 | · | 4.9% | i | · | 2.1%
2 | -2.8* | 4.8% | · | 14.5% | -3.6%
3 | 6.5 | 5.5% | i | -3.4% | -4.4%
4 | -3.3 | 0.0% | i | -3.7% | -5.8%
5 | -15.3 | -5.5% | i | 17.5% | -10.6%
6 | · | 11.1% | i | · | -1.2%
7 | 20.1 | -0.5% | i | 4.3% | -4.5%
8 | -10.0 | -0.7% | i | 1.6% | -4.2%
9 | -0.1 | 6.4% | i | -5.9% | 0.0%
10 | -19.2 | 4.1% | i | -1.8% | -2.7%
11 | -6.9 | 4.0% | i | 9.9% | -2.7%
12 | -26.8 | 5.0% | i | 10.6% | -3.8%
13 | -6.5 | 4.8% | i | 3.5% | -3.4%
14 | -9.2 | 8.3% | i | 13.8% | 52.1%*
15 | · | -0.5% | i | · | -9.1%

The list continues:
entry | Structure | M17LAP inhibition | XIAP displacement | human PMI inhibition | TNAP activation fold | WT yeast gro inh
16 | CCCc1cc(N2CCCC2)n2nc(C)c(-c3ccccc3)c2n1 | -0.9% | 2.4% | 11.3% | 1.1 | 11.6
17 | COc1ccc(OC)c(NC(=O)CSc2nnc(CCCO)n2-c2ccccc2)c1 | 7.7% | -6.2% | 8.3% | 1.1 | -6.0
18 | Nc1ccc2c(c1)N1CCN=C1S2 | -3.5% | -3.5% | 8.2% | 1 | 1.2
19 | CC(C)CCNC(=O)COc1ccc2c3c(c(=O)oc2c1)CCC3 | -9.6% | -9.0% | -6.9% | 1.1 | -4.6
20 | Cc1cc(C)c(S(=O)(=O)CCC(C)C)c(=O)[nH]1 | -3.4% | -10.4% | 3.8% | 1 | 3.6
21 | COc1ccc(-c2oc3cc(OC)c(O)c(OC)c3c(=O)c2OC)cc1O | 3.4% | -5.9% | 3.4% | 1 | 8.5
22 | O=C(CC1NC2CCCCC2NC1=O)Nc1cccc(C(F)(F)F)c1 (stereo not given) | -8.6% | -3.8% | 3.3% | 1.1 | 19.2
23 | Cc1cc(C)n(C)c(=O)c1C#N | 3.4% | -3.7% | 12.7% | 1 | -9.8
24 | CC(C)[C@H](NC(=O)OC(C)(C)C)c1nnc(S(=O)(=O)Cc2c(F)cccc2Cl)o1 | · | -2.8% | -0.2% | 1.1 | ·
25 | O=C(Cc1cccs1)NC1CCCC1 | · | 0.4% | -1.3% | 1.1 | -6.5
26 | C#CCSc1nnc(-c2sc3ccccc3c2Cl)o1 | -2.9% | -7.6% | 4.9% | 1.1 | ·
27 | CSc1nc(-c2ccccc2)nn1S(=O)(=O)c1ccc(Cl)cc1 | 5.8% | -2.7% | 1.5% | 1 | -8.6
28 | N#Cc1ccc(-c2ccco2)nc1SCc1ccccc1 | 15.4% | -5.6% | 1.6% | 0.9 | 17.0
29 | COc1cccc(CN2CCCN(S(=O)(=O)c3ccc(Br)cc3)CC2)c1 | 3.8% | -0.3% | 2.4% | 1.1 | 26.4
30 | COC(=O)c1c(NC(=O)Cc2cccs2)sc2c1CCCC2 | 12.1% | -6.1% | 13.0% | 1 | 2.3

entry | WT yeast gro inh mutant strain | M1AAP inhibition | Yfh1-depleted yeast | PMI inhibition | LYP phosphatase
16 | 10.0 | 3.0% | i | 9.8% | -1.6%
17 | -4.4 | 11.6% | i | 9.8% | -1.6%
18 | 10.8 | 4.7% | i | 27.2% | -1.4%
19 | 21.8 | 8.5% | i | -12.6% | -4.5%
20 | 0.6 | -1.2% | i | 5.0% | -8.4%
21 | -2.3 | 12.2% | i | 0.3% | -2.4%
22 | 23.2 | -2.5% | i | -6.0% | -2.4%
23 | 18.6 | 9.9% | i | 7.4% | -2.9%
24 | · | · | i | -0.6% | -6.5%
25 | 4.0 | · | i | -4.9% | -3.0%
26 | · | -2.5% | · | 7.5% | -3.7%
27 | -79.7 | -4.2% | i | -7.7% | 0.6%
28 | -4.2 | 5.4% | i | -0.6% | 6.0%
29 | 26.6 | 0.5% | i | -1.5% | 0.7%
30 | -0.8 | -0.8% | i | 11.3% | 3.6%

4 records picked at random from the list so far, as already listed:
entry | Structure | M17LAP inhibition | XIAP displacement | human PMI inhibition | TNAP activation fold | WT yeast gro inh
19 | CC(C)CCNC(=O)COc1ccc2c3c(c(=O)oc2c1)CCC3 | -9.6% | -9.0% | -6.9% | 1.1 | -4.6
30 | COC(=O)c1c(NC(=O)Cc2cccs2)sc2c1CCCC2 | 12.1% | -6.1% | 13.0% | 1 | 2.3
28 | N#Cc1ccc(-c2ccco2)nc1SCc1ccccc1 | 15.4% | -5.6% | 1.6% | 0.9 | 17.0
13 | C=CCN(CC=C)C(=O)c1ccc(OC2CCN(S(=O)(=O)N(C)C)CC2)cc1 | 7.4% | -1.7% | 8.3% | 1 | 0.6

entry | WT yeast gro inh mutant strain | M1AAP inhibition | Yfh1-depleted yeast | PMI inhibition | LYP phosphatase
19 | 21.8 | 8.5% | i | -12.6% | -4.5%
30 | -0.8 | -0.8% | i | 11.3% | 3.6%
28 | -4.2 | 5.4% | i | -0.6% | 6.0%
13 | -6.5 | 4.8% | i | 3.5% | -3.4%

More results:
entry | Structure | M17LAP inhibition | XIAP displacement | human PMI inhibition | TNAP activation fold | WT yeast gro inh
31 | CCOC(=O)c1cncc(NC(=O)c2ccccc2)c1 | 6.7% | -6.8% | 0.9% | 1.1 | 3.1
32 | O=C(CSc1nnnn1C1CCCC1)Nc1ccccc1F | -20.8% | · | · | · | ·
33 | Cc1ccc(NC(=O)NCC2CCN(Cc3cccc(Cl)c3)CC2)c(Cl)c1 | -2.1% | -9.3% | -10.1% | 1.5 | 52.3
34 | COc1ccc(OCC(=O)Nc2ccccc2C(=O)NC(C)C)cc1 | 3.7% | -6.4% | -38.9% | 1 | -12.0
35 | COc1ccc(S(=O)(=O)NC(CC(=O)O)c2ccco2)cc1 (stereo not given) | 14.7% | -3.4% | 3.9% | 1 | -8.7
36 | O=C(CN1C(=O)c2cccc3cccc1c23)Nc1ccc(S(=O)(=O)Nc2nccs2)cc1 | 8.1% | -17.8% | 16.8% | 1.1 | -8.1
37 | Cn1c(=O)c2c(nc(NCc3ccc4c(c3)OCO4)n2Cc2ccccc2)n(C)c1=O | 0.2% | -0.5% | 9.6% | 1.1 | 0.1
38 | CCC(C)(C)C(=O)Nc1cc([N+](=O)[O-])ccc1Cl | 4.0% | -1.2% | 8.2% | 1.2 | -19.1
39 | CC(C)(C)OC(=O)C(C(=O)OC(C)(C)C)c1ccc(Cl)nn1 | 24.0% | -3.4% | · | 1.1 | -18.4
40 | CN1CCN(S(=O)(=O)c2ccc(NC(=O)c3ccc(Br)o3)cc2)CC1 | -2.3% | -2.2% | 2.4% | 1.1 | -14.8
41 | COC(=O)c1ccc(CSc2ncn[nH]2)o1 | 8.8% | -5.9% | -3.3% | 1.1 | 4.1
42 | CC(C)(C)NC(=S)N/N=C/c1c(Cl)cccc1Cl | 10.2% | · | · | · | ·
43 | O=C(c1cc(C2CC2)on1)N1CCOCC1 | -1.1% | -6.9% | -10.4% | 0.8 | -0.2
44 | CC(C)Nc1nc(NC(C)C)nc(Oc2ccc(OCc3ccccc3)nn2)n1 | 18.1% | -2.3% | 10.1% | 1 | 0.4
45 | COc1cc(OC)cc(C(=O)Nc2ccc(-c3nc4ccccc4o3)cc2)c1 | 8.9% | -5.5% | 7.9% | 1.1 | 2.4
46 | Cc1ccc(CN=Cc2[nH]c3ccc(Br)c(Cl)c3c2O)cc1 | -1.2% | -5.4% | -2.9% | 1 | 64.4*
47 | O=C(Nc1cccnc1)c1sc2cccc(F)c2c1Cl | 4.6% | -0.5% | 7.2% | 1.1 | 14.4

entry | WT yeast gro inh mutant strain | M1AAP inhibition | Yfh1-depleted yeast | PMI inhibition | LYP phosphatase
31 | -1.9 | 11.5% | i | 3.4% | -3.5%
32 | · | -4.8% | i | · | -4.8%
33 | 55.9 | 2.5% | i | -14.3% | 2.1%
34 | 11.8 | -2.3% | i | -31.6% | -9.0%
35 | -12.6 | -4.9% | i | 9.7% | -3.0%
36 | -1.1 | 16.1% | i | 7.2% | -1.4%
37 | 3.7 | 9.5% | i | 10.4% | 1.9%
38 | -18.7 | 1.4% | i | -4.2% | -5.8%
39 | -8.1 | 1.2% | i | · | -4.5%
40 | -16.7 | -3.9% | i | 2.5% | -3.8%
41 | 1.5 | 8.1% | i | -8.0% | -5.8%
42 | · | -3.3% | i | · | 1.9%
43 | 6.6 | 4.9% | i | -6.3% | -7.0%
44 | -1.2 | 7.3% | i | 6.3% | -0.5%
45 | 6.9 | -4.2% | i | 17.7% | -2.6%
46 | 39.8* | 6.0% | i | -16.9% | -11.6%
47 | 24.5 | 8.2% | i | 5.2% | -2.9%
